TGFb inhibitor: inhibitors of TGF-b signaling; 1.2% of 410,000 active; Potency, µM (series often up to 46.1 µM), for the others: at the highest dose activity, negative = inhibition, most hits filed as inhibitors; HepG2 CAGA-GFP TGF-b/SMAD3 reporter, GFP fluorescence, 18 h; TGF-beta stimulated, 500 pg/mL final; further: potency means the concentration at half of the fitted maximal effect; on the % scale 0 is the no-effect control and ±100 the full control effect; nearly all actives have a fitted effect of over 65% in size
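Inhibition of TGF-beta-driven CAGA-GFP reporter expression in HEPG2 cells is measured by cellular GFP fluorescence after 18 h stimulation with 500 pg/mL recombinant TGF-beta in 1% FBS medium at 37 degrees C.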
Nrf2 inh: Nrf2 pathway inhibition | A549 ARE-Fluc reporter, luciferase luminescence, 18-24 h | Potency, µM (top dose mostly 46 µM), for the others: at the top dose activity change, negative = inhibition, most hits filed as inhibitors | 2.1% of 360,000 active; further: potency means the concentration at half of the fitted maximal effect; on the % scale 0 is the no-effect control and ±100 the full control effect; nearly all actives have a fitted effect of over 60% in size
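Nrf2 function is reported as luminescence of an ARE-controlled luciferase in A549 cells. Compounds were tested at several concentrations, and a CellTiter-Fluor read on the same wells flagged cytotoxicity.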
HepG2 viability: HepG2 cytotoxicity, counter-screen for TGF-b inhibitors | AID 588856 | 0.76% of 410,000 active | Potency, µM (highest dose often 46.1 µM), inactives show at the top dose activity change, negative = cytotoxicity, hits mostly cytotoxic | HepG2 CAGA-GFP viability, ATP luminescence, 18 h; further: potency means the concentration at half of the fitted maximal effect; some results filed as inactive show a strong effect at the top dose
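HepG2 CAGA-GFP cells (1000/well, DMEM with 1% FBS) received compound, then TGF-beta at 500 pg/mL final, and were incubated 18 hours at 37 degrees C. Viability was read by CellTiter-Glo luminescence. Media-only wells were set as complete cell-killing and DMSO as no toxicity.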
Nrf2 ARE act: activators of Nrf2 (ARE) signaling; AREc32 ARE-luciferase reporter (MCF7-derived line), luminescence, 24 h; Potency, µM (doses to about 46.1 µM), inactives show at the top dose activation, hits mostly activators; 0.31% of 410,000 active; AID 624171; further: potency means the concentration at half of the fitted maximal effect; % of control where 0% means no effect; nearly all actives have a fitted effect of over 65% in size
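ARE-driven firefly luciferase activity in AREc32 cells measured after a 24 hr compound exposure at 37 deg C, using Steady-Glo reagent and a 30 min room-temperature hold.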
S2 tox: reduces viability in counter-screen for ATXN expression inhibitors; S2 cells (HEK-293 line with an ATXN2-luciferase reporter) viability, CellTiter-Fluor protease fluorescence, 24 h; Potency, µM (top dose mostly 56.7 µM), hits mostly cytotoxic; 0.49% of 400,000 active; further: potency means the concentration at half of the fitted maximal effect; nearly all actives have a fitted effect of over 40% in size
Akt phos inh: Akt phosphorylation inhibition; Neuro2A IGF-stimulated pAkt S473 HTRF, 20 min; stronger effect = lower value; activity change, % for hits at 50 µM; 0.32% of 360,000 active; in the data active means activity change below about -80%; inconclusive means mostly about -51% to -80%; further: on the % scale 0 is the no-effect control and ±100 the full control effect
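Neuro2A cells in DMEM with 0.5% FBS, overnight at 37 deg C, given compound at single 50 µM final, then IGF (6 nM final) for 20 min at 37 deg C. Lysed; phospho-Akt Ser473 by HTRF after 24 h, 665/615 ratio.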
Mm-Cpn inhibitor: inhibitors of Methanococcus maripaludis chaperonin (MmCpn); purified Mm-Cpn ATPase, ADP Transcreener TR-FRET; Potency, µM (top dose mostly 76.9 µM), for the others: at the top dose activity, negative = inhibition, actives largely listed as inhibitors; 0.031% of 330,000 active; further: potency means the concentration at half of the fitted maximal effect; on the % scale 0 is the no-effect control and ±100 the full control effect; nearly all actives have a fitted effect of over 80% in size
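25 nM Mm-CPN + cpd, 10 min 37°C; + 10 uM ATP, 30 min 37°C; buffer 30 mM Tris pH 7.4, 100 mM KCl, 5 mM MgCl2, 1 mM DTT; Transcreener ADP HTRF detection 30 min RT.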
CCT modulator: cytosolic chaperonin activity modulation | activity change, % (concentration not given with the values), hits read low | purified chaperonin ATPase assay, HTRF ADP detection, 30 min | 0.3% of 360,000 active; in the data active means activity change below about -30%; further: on the % scale 0 is the no-effect control and ±100 the full control effect
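Enzyme 40 or 20 nM (batch-dependent) in Tris pH 7.4/KCl/MgCl2/DTT; cpd 76 uM single point; ATP 10 uM; 30 min 37 °C; Transcreener ADP HTRF detection, 30 min RT; ratio 665/615.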
A549 tox: kills or reduces viability of A549 cells in Nrf2 counter-screen; A549 ARE-Fluc cells, CellTiter-Fluor viability, 18-24 h; Potency, µM (top dose mostly 46 µM), for the others: at the top dose activity change, negative = cytotoxicity, usual class: inhibitors; 0.16% of 390,000 active; AID 504648; further: potency means the concentration at half of the fitted maximal effect; on the % scale 0 is the no-effect control and ±100 the full control effect
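A549 ARE_Fluc cells in 5% FBS OPTI-MEM were exposed to compounds in concentration-response for 18-24 h at 37 deg C. Viability was read by CellTiter-Fluor fluorescence (Ex 405/Em 525) after 30 min, before the luciferase read.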
* marks the source's active call; other numbers are inactive results; i = inactive; ? = inconclusive; . = no result given. Unless noted, the call rests on the fitted dose curve; in most records, active means well fitted curve in the direction sought with a large enough effect; inconclusive means small, poorly fitted or top-dose-only effect, or another doubt; inactive means no such curve, though single readings can be large; an effect the other way counts as inactive or inconclusive.

SMILES	TGFb inhibitor	Nrf2 inh	HepG2 viability	Nrf2 ARE act	S2 tox	Akt phos inh	Mm-Cpn inhibitor	CCT modulator	A549 tox
CC[C@]12c3[nH]c4ccc(Cl)cc4c3CCN1C(=O)[C@@H](CC(=O)NC/C=C(\C)CCC=C(C)C)C[C@@H]2C(=O)N1CCN(C(=O)c2ccco2)CC1	?	6.51µM*	-18.3%	-1.5%	?	i	1.8%	-1.7	?
O=C(Nc1ccc(S(=O)(=O)N2CCC(c3nc4ccccc4s3)CC2)cc1)c1ccc(F)cc1	21.6%	0.0%	4.0%	-1.0%	.	.	.	.	-1.4%
Nc1c(C(=O)Nc2ccc(C(F)(F)F)cc2)sc2nc(-c3cccs3)ccc12	-4.3%	10.6%	0.2%	11.1%	i	.	.	.	1.3%
Cc1ccc(NC(=O)CSc2nccc(=O)[nH]2)c(S(=O)(=O)N2CCOCC2)c1	-4.9%	4.7%	-10.8%	-1.1%	i	i	-1.1%	-1.4	-11.5%
Fc1ccc(NC(=S)Nc2cccnc2)c(Cl)c1	8.5%	-8.1%	-2.8%	2.2%	i	i	0.6%	-1.0	-0.9%
O=C(Nc1ccccc1N1CCOCC1)c1cccc([N+](=O)[O-])c1	-5.3%	-2.4%	-23.2%	-0.4%	i	i	0.3%	-2.0	3.4%
CCN(c1ccccc1)S(=O)(=O)c1ccc(Cl)c(NC(=O)CNCc2ccccc2OC)c1	-2.9%	?	-36.0%	1.1%	i	i	1.7%	-2.7	-1.4%
CN(C)C(=S)c1ccccc1	24.4%	20.2%	-0.3%	-0.4%	i	i	0.2%	-0.8	3.4%
CCOC(=O)C1=C(CC)Nc2ccccc2N/C1=N\S(=O)(=O)c1cccc(C(C)=O)c1	-2.8%	-6.7%	-4.2%	0.0%	.	i	-0.3%	0.0	-0.9%
CCOC(=O)C1(CC2CCCCO2)CCN(Cc2nccn2-c2ccc(OC)cc2)CC1 (centres undefined)	-5.7%	-2.3%	-10.6%	-0.1%	i	i	3.6%	-1.5	-4.2%
CC(C)(C)C(=O)c1c(N)[nH]c(C(=O)c2ccccc2)c1-c1ccc(F)cc1	.	.	.	5.3%	i	i	.	1.1	.
Cc1cc(OCC(=O)N2CCN(c3ccccc3)CC2)c2c(C)cc(=O)oc2c1	7.5%	?	12.2%	0.0%	i	i	-0.7%	-1.6	-5.7%
O=C(O)c1cc2cc(Cl)ccc2oc1=O	10.4%	19.7%	3.6%	-0.5%	i	i	-0.7%	-1.7	-15.0%
O=C(COc1ccccc1/C=C1/NC(=O)NC1=O)Nc1ccccc1	-1.5%	-13.1%	0.0%	7.5%	i	i	-9.8%	-1.6	-0.8%
O=[N+]([O-])c1ccc(OCCCOc2cccc3cccnc23)cc1	-8.0%	-49.0%	-16.5%	0.0%	i	i	0.4%	-1.2	10.7%
COc1ccc(CNC(=O)CCc2nnc3ccc(N4CCC5(CC4)OCCO5)nn23)cc1	-5.3%	6.4%	6.7%	0.4%	i	i	-1.2%	-3.7	4.5%
O=C(C1CCCO1)N1CCN(S(=O)(=O)c2cccc3nsnc23)CC1 (centres undefined)	0.1%	6.8%	-1.9%	-0.6%	i	i	1.2%	1.7	-6.7%
CC(=O)c1ccccc1NC(=O)C1CC(=O)N(c2ccc3c(c2)OCCO3)C1 (centres undefined)	5.7%	15.8%	6.2%	0.0%	i	i	1.1%	0.1	14.5%
Cc1cc2c(cc1S(=O)(=O)NCc1ccc(F)cc1)OCC(=O)N2	4.0%	-0.7%	-7.3%	1.0%	i	.	.	.	-16.2%
Cc1nn(CCO)c2nc(-c3cccs3)cc(C(F)(F)F)c12	1.5%	3.7%	-10.3%	3.1%	?	i	-1.9%	1.6	10.6%
CCn1c(C)nnc1SCC(=O)Nc1ccc(OC)cc1	-5.5%	.	6.31µM*	-0.3%	i	i	.	-0.1	.
Cc1cccc(N(C(=O)c2csnn2)C(C(=O)NCc2ccccc2)c2cccs2)c1 (centres undefined)	9.7%	-13.3%	5.7%	-0.2%	i	i	-2.1%	0.5	-26.9%
COc1ccc(C(=O)Nc2ccc(C(=O)c3ccccc3)cc2)cc1	?	9.2µM*	1.6%	0.0%	i	i	.	-1.2	-6.4%
CC(C)n1c(=NC(=O)c2ccco2)c(C#N)cc2c(=O)n3ccccc3cc21	?	5.3%	-11.4%	?	.	i	-0.7%	-0.5	?
COc1ccc(-c2nc(CSc3nncn4c3cc3oc(C)cc34)c(C)o2)cc1	-1.9%	15.6%	-2.9%	-0.5%	.	.	.	.	-0.3%
CCOC(=O)n1c(=O)n(Cc2ccccc2Cl)c2ccccc21	2.7%	20.7%	-19.9%	-0.1%	i	i	-0.4%	-3.7	-0.2%
COc1ccccc1C(O)(C(=O)NNc1cccc(C)c1)c1ccccc1OC	-7.7%	1.3%	-21.0%	-0.5%	i	i	-0.9%	-0.5	10.5%
Nc1cc2c(cc1Cl)-c1ccc([N+](=O)[O-])cc1C2=NO	?	9.6%	7.0%	-0.5%	i	i	.	-3.1	-0.3%
C=CCn1c(SCC(=O)NC(=O)NCc2ccco2)nc2sc(CC)cc2c1=O	-31.0%	-19.4%	-49.6%	4.0%	?	i	-3.3%	1.1	-14.9%
CC(=O)CCc1ccc(Oc2nc(-c3cccnc3)nc3ccccc23)cc1	-21.6%	?	-16.8%	4.2%	i	i	-1.5%	-2.8	-2.0%
COc1cccc(CN2CCNC(=O)C2CC(=O)NCCn2cccn2)c1OC (centres undefined)	-1.3%	17.5%	1.4%	-1.1%	i	i	-1.1%	-1.7	1.2%
CCOc1ccc(N=Cc2ccc([N+](=O)[O-])cc2)c(O)c1	?	.	-99.9%	8.5%	?	i	.	-3.2	.
Nc1nc(SCC(=O)Nc2cc(Cl)ccc2Cl)n[nH]1	0.3%	-18.8%	-8.9%	0.6%	i	i	1.3%	-1.9	-9.8%
CCCNC(=O)C1CN(S(=O)(=O)c2ccccc2)CCN1S(=O)(=O)c1ccccc1 (centres undefined)	-3.2%	-27.5%	-6.5%	2.4%	i	i	-1.8%	-2.0	1.8%
CS(=O)(=O)c1ccc(NC(=O)c2cccc(S(=O)(=O)N3CCN(Cc4ccccc4)CC3)c2)cc1	?	13µM*	-2.1%	0.1%	?	i	-3.0%	0.2	-17.2%
O=C(CCCn1c(=O)c2cccn2c2ccccc21)Nc1cc(C(F)(F)F)ccc1Cl	0.0%	-9.8%	-36.4%	0.3%	.	.	.	.	-0.2%
COC(=O)NC1(C(=O)O)CCCC1	-3.3%	2.6%	-2.0%	1.4%	i	i	0.8%	-0.6	3.2%
COc1ccccc1Oc1ccc(N/C=C/C(=O)c2ccco2)cc1	25.2%	?	3.2%	7.8%	.	i	0.0%	-5.1	-8.1%
COc1ccc(N(CC(=O)NC2CCCC2)C(=O)c2ccc(N3CCCCC3)nc2)cc1	2.4%	2.5%	-11.7%	-0.6%	i	i	1.3%	-0.3	8.1%
COc1ccc(CC(=O)O/N=C(\N)Cc2ccc(OC)c(OC)c2)cc1	-16.6%	-16.5%	-8.6%	-0.9%	i	i	0.6%	0.6	-3.2%

Five compounds drawn at random from those above, as already listed:
SMILES	TGFb inhibitor	Nrf2 inh	HepG2 viability	Nrf2 ARE act	S2 tox	Akt phos inh	Mm-Cpn inhibitor	CCT modulator	A549 tox
CCOC(=O)C1(CC2CCCCO2)CCN(Cc2nccn2-c2ccc(OC)cc2)CC1 (centres undefined)	-5.7%	-2.3%	-10.6%	-0.1%	i	i	3.6%	-1.5	-4.2%
CCOC(=O)n1c(=O)n(Cc2ccccc2Cl)c2ccccc21	2.7%	20.7%	-19.9%	-0.1%	i	i	-0.4%	-3.7	-0.2%
COc1ccc(CNC(=O)CCc2nnc3ccc(N4CCC5(CC4)OCCO5)nn23)cc1	-5.3%	6.4%	6.7%	0.4%	i	i	-1.2%	-3.7	4.5%
O=[N+]([O-])c1ccc(OCCCOc2cccc3cccnc23)cc1	-8.0%	-49.0%	-16.5%	0.0%	i	i	0.4%	-1.2	10.7%
COc1ccc(N(CC(=O)NC2CCCC2)C(=O)c2ccc(N3CCCCC3)nc2)cc1	2.4%	2.5%	-11.7%	-0.6%	i	i	1.3%	-0.3	8.1%

Continued.
SMILES	TGFb inhibitor	Nrf2 inh	HepG2 viability	Nrf2 ARE act	S2 tox	Akt phos inh	Mm-Cpn inhibitor	CCT modulator	A549 tox
CC1(C)CC(=O)C2=C(C1)NCN(Cc1ccc3c(c1)OCO3)C2	-20.7%	15.3%	-0.7%	0.4%	i	i	1.3%	-1.2	-3.2%
COc1ccc(S(=O)(=O)N(C)CC(=O)Nc2ccc(C(F)(F)F)cc2)cc1Cl	-11.4%	.	-26.6%	1.5%	i	i	-0.2%	0.7	1.9%
CCn1c(SCc2ccccc2)nc2cc(OC)c(OC)cc2c1=O	?	?	-13.5%	1.1%	i	i	0.5%	1.3	-2.9%
O=C(NCc1cccs1)C(=O)NCC1OCCCN1S(=O)(=O)c1cc(F)ccc1F (centres undefined)	13.1%	-11.5%	-12.5%	-0.1%	i	i	0.1%	-3.7	1.6%
O=C(N/N=C/c1c[nH]c2ccccc12)c1cc(-c2ccc3ccccc3c2)n[nH]1	15.8µM*	-2.2%	-38.7%	6.6%	?	i	-0.7%	-4.4	-0.6%
Cc1sc2ncnc(NCc3ccco3)c2c1C	-25.5%	-10.1%	-6.3%	?	i	i	1.3%	-2.2	-5.7%
O=c1/c(=C\c2cccn2-c2ccccc2)sc2nc3ccccc3n12	-19.8%	?	2.3%	-0.8%	i	i	-1.3%	-1.3	8.8%
CCOc1ccc(NC(=O)CSc2nnnn2C2CC2)cc1S(=O)(=O)N1CCCC1	-1.1%	-22.2%	2.9%	-0.3%	i	i	-2.2%	-0.1	-5.1%
Cc1ccc(OCCCC(=O)Nc2sc3c(c2C(N)=O)CCCC3)cc1	?	-14.7%	-34.2%	6.8%	i	.	.	.	-9.9%
O=C1Nc2ncccc2OC1CCCl (centres undefined)	-2.6%	-13.0%	-24.5%	0.6%	i	i	1.8%	-1.8	5.1%

Assay outcomes (PubChem)
